From PubChem BioAssay
LMPTP block: blocks human LMPTP phosphatase; recombinant LMPTP-A, OMFP fluorogenic substrate, fluorescence intensity; inhibition, % at 20 µM; hit rate 0.22% among 360,000; AID 651560;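 active = compounds that cut the enzyme signal by at least half of the control window in the single-dose screen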;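 note: plate controls were DMSO wells with enzyme plus substrate for no effect and substrate without enzyme for full effect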
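Test system – LMPTP-A enzyme · Amount – LMPTP-A at 0.625 nM final in the reaction · Buffer or medium – Bis-Tris pH 6.0, DTT, detergent · Reagent – OMFP 400 µM · Doses – single 20 µM dose · Schedule – reaction 50 min, room temperature, dark · Detection – fluorescence intensity of OMFP turnover product · Evaluation – percent inhibition versus substrate-only and uninhibited controls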
MT1-MMP act inh: blocks activation of human MT1-MMP; P50281; hit rate 0.061% among 360,000; AID 651647; HT1080 RFP-PRO-GFP cells, GFP/RFP ratio fluorescence, overnight; percent of plate control window, DMSO zero; GFP/RFP ratio change, % at 20 µM;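 active = GFP/RFP ratio change of at least 30% with cell ATP level not reduced by more than half and red fluorescence within 50% of control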; note: strong numbers were not always called active
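Material – HT1080 RFP-PRO-GFP cells · Control set – DMSO wells and RFP-L50D-GFP cells · Incubation – overnight cell settling, then overnight compound exposure, 37 °C, 5% CO2 · Compound dosing – single-point 20 µM compound, 1% DMSO · Read-out – GFP/RFP fluorescence ratio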
SKN-1 inh: inhibitors of C. elegans SKN-1. C. elegans VP596 Pgst-4::GFP/RFP ratio, acrylamide-induced, 24 h. inhibition, % at 21.8 µM. hit rate 0.49% among 360,000. AID 624304;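 active = interference check ratio from 0.5 to 1.5 plus GFP to RFP signal ratio inhibition reaching or exceeding a fixed threshold, cut at about 30% in these data, passing the limit was not always enough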; note: some compounds called inactive have numbers as strong as hits
SUMO1-SIM PPI: alters human SUMO1 binding to SIM partners. inhibition, % at 20 µM. SUMO1 binding to a labelled peptide, TR-FRET, 1 h. hit rate 0.33% among 360,000; in the data active = inhibition above about 37%
STEP inh: blocks human striatal-enriched tyrosine phosphatase. P54829. recombinant STEP, OMFP fluorogenic substrate, fluorescence. inhibition, % at 20 µM. hit rate 0.25% among 360,000;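 active = inhibition at 20 µM, scaled per plate between control wells, above about 37%, limit read from the data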;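 note: 0% = DMSO with enzyme and substrate and 100% = substrate only without enzyme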
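Assay system: isolated STEP enzyme / Timing: 20 min at room temperature, dark / Doses: 20 µM, 1% DMSO / Technique: fluorescence intensity, excitation 480 nm, emission 540 nm / Reagent: fluorogenic phosphatase substrate OMFP at 25 µM final / Measure: percent inhibition scaled to no-enzyme and uninhibited-enzyme controls, plate-pattern corrected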
NRP1-CendR mod: modulators of CendR peptide binding to human neuropilin-1; O14786; FAM-RPARPAR peptide binding to NRP-1, fluorescence polarization; inhibition, % at 25 µM; hit rate 0.85% among 360,000;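 active = inhibition or corrected inhibition above about 18%, plus a signal ratio from 0.5 to 1.5, limit read from the data, passing the limit was not always enough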; note: strong numbers were not always called active
DNMT1 inh: DNMT1 (human) enzyme inhibition. DNMT1 molecular beacon, Hinp1I cleavage, fluorescence. inhibition (reported as % activation of signal), % at 10 µM. hit rate 0.83% among 360,000. AID 588458; in the data active = inhibition above about 50%
Target sequence (P26358 504-1616 limits assumed): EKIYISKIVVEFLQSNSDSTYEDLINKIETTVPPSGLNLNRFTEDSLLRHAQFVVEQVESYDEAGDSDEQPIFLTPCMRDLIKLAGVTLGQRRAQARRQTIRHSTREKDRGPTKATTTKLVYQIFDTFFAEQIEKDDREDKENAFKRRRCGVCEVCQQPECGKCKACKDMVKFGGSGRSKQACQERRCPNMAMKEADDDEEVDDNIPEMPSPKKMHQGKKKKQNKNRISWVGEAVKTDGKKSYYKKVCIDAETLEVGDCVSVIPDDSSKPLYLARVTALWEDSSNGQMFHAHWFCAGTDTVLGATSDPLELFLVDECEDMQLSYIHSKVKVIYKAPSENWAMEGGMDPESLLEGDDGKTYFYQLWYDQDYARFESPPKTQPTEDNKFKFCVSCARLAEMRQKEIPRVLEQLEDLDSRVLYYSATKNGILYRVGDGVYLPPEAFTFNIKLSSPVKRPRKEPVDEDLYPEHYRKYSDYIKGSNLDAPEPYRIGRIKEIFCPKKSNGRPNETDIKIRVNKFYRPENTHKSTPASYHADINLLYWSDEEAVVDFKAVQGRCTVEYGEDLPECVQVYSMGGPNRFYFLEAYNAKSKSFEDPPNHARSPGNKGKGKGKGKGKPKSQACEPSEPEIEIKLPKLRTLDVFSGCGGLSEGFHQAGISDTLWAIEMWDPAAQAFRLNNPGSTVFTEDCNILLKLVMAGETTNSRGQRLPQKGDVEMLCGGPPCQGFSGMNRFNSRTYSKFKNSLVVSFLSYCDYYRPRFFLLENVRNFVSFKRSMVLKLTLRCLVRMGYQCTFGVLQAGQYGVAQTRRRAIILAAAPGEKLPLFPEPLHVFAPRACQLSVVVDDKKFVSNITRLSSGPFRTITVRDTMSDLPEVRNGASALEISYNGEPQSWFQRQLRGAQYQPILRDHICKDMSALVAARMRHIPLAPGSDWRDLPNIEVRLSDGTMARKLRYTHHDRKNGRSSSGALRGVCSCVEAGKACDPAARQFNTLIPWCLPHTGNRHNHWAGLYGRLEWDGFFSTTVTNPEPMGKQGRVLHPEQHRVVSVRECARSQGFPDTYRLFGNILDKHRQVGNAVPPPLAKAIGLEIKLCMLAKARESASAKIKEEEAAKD
Scp1 inh: inhibitors of human Scp-1 phosphatase; Q9GZU7; Recombinant Scp1, phosphopeptide, malachite green phosphate absorbance; inhibition, % at 20 µM; hit rate 0.88% among 340,000;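 active = inhibition above about 50% at 20 µM, limit read from the data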;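 note: plate controls were DMSO wells with enzyme for no effect and wells lacking enzyme for full effect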
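System: truncated SCP-1 phosphatase (76-261aa); medium: Tris acetate buffer pH 5.5 with MgCl2 and Tween-20; incubation: 45 min room-temperature reaction, 5 min colour, 30 min stabiliser; compound: single 20 µM dose, 1% DMSO; reagent: Phosphorylated 17-residue peptide substrate; read-out: % inhibition at 20 µM; technique: colorimetric free-phosphate detection, absorbance 630 nm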
Rpn11 block: blocks the human proteasome subunit Rpn11; human 26S proteasome, Ub4-pepOG fluorescence polarization; 20S core pre-blocked with epoxomicin; calls only at 20 µM; hit rate 0.59% among 360,000; AID 588493;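 active = inhibition at 20 µM, scaled to each plate's controls, above about 33%, limit read from the data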
NadD inh: NadD (S. aureus) enzyme inhibition. inhibition, % at 20 µM. AID 602399. purified NadD enzyme, colorimetric absorbance read-out. hit rate 0.78% among 360,000; in the data active = inhibition above about 26%; note: some compounds past the cut are filed as inactive
Starred values were filed as active, the others as inactive; i = inactive; x = no result given; + = active, no number.

SMILES	LMPTP block	MT1-MMP act inh	SKN-1 inh	SUMO1-SIM PPI	STEP inh	NRP1-CendR mod	DNMT1 inh	Scp1 inh	Rpn11 block	NadD inh
CCOC(=O)c1c(C)sc2c1N(C(=O)CN1CCOCC1)c1cc(Cl)ccc1S2	0.3	-18.7	-10.6	0.0	4.7	0.6	-5.2	7.5	i	7.3
Cc1ccc(S(=O)(=O)c2nc(Nc3nccs3)sc2Cl)cc1	1.0	0.2	-4.6	10.9	0.8	-21.4	-5.5	-8.1	i	11.0
Cc1ccc(C)c(-c2cc(C(=O)Nc3sc(C)c(C)c3C(N)=O)c3ccccc3n2)c1	5.4	-4.5	4.7	0.9	2.1	-10.4	-18.1	-2.0	i	34.7*
CC1(C)CC(=O)C2=C(C1)OC(N)=C([N+](=O)[O-])C2c1ccc(C#N)s1 (stereo not drawn)	0.7	-16.1	-0.9	-17.8	1.5	-4.3	-1.6	12.1	i	-188.8
O=C(COC(=O)c1ccc2c(c1)OCCO2)NCc1ccccc1	-1.0	5.6	-3.1	-1.2	-2.6	1.2	-0.5	-9.5	i	2.8
O=C(COc1ccc(S(=O)(=O)NC2CCCCC2)cc1)NC1CCCC1	-0.1	-1.2	4.2	0.4	2.0	7.8	-2.2	-26.3	i	3.8
Cc1ccc2nc(-c3ccccc3)c(Cc3cccc(Cl)c3)n2c1	1.0	0.2	-9.0	1.0	0.3	-24.5	2.9	x	i	0.6
O=C(NCc1ccc2c(c1)OCO2)C1CCN(S(=O)(=O)N2CCOCC2)CC1	-2.3	-2.5	14.3	-1.2	0.4	0.3	-2.4	-5.2	i	4.7
COC(C[C@@H](O)C[C@H](O)COCc1ccccc1)OC	-0.2	-2.0	3.0	3.9	-3.7	1.1	4.9	4.1	i	-0.4
CC(C)=NOc1cc(NC(=O)CCl)cc([N+](=O)[O-])c1	-0.9	3.3	8.9	-21.1	-2.7	-13.0	6.2	-5.3	i	0.9
COC(=O)c1ccc(CNC(=O)C2CCC(=O)N(Cc3cccc(F)c3)C2)cc1 (stereo not drawn)	-0.2	-0.3	-2.5	-2.3	1.0	-1.1	1.4	-3.1	i	-1.8
COc1ccc(CNCCC2(O)CC(C)N(C)CC2C)cc1OC (stereo not drawn)	-4.9	5.6	6.9	-2.7	-3.7	-4.0	1.2	-4.5	i	-1.9
Cc1cccc(NC(=O)c2cccc(NC(=O)c3ccccc3)c2)n1	0.7	-0.5	-9.2	2.9	2.1	-3.3	2.6	-2.4	i	3.9
Nc1c(C(=O)NCc2ccccc2)sc2nc3c(cc12)C(=O)CCC3	-1.3	6.6	0.7	-11.6	-0.7	1.7	-1.6	-4.7	i	-2.7
CCOC(=O)CN1C(=O)N[C@@H](CCc2ccccc2)C(C(=O)OC)=C1C	-0.8	-0.2	1.4	1.3	2.9	-19.4	-0.5	-0.2	i	2.4
CCCN(CCC)C(=O)C1CCCN1S(=O)(=O)c1cccc2nsnc12 (stereo not drawn)	0.3	-3.1	-11.1	-26.5	-1.5	-1.5	0.7	-0.8	i	0.5
O=C(NCCc1cccc(C(F)(F)F)c1)C1CCC(=O)N(CCc2cccc(F)c2)C1 (stereo not drawn)	-1.3	0.9	2.0	0.1	-1.3	9.2	2.5	-5.7	i	-4.2
COc1ccc2c(c1)c1nc3n(c(=O)c1n2CC(=O)Nc1ccccc1)CCS3	20.7	4.6	12.0	-16.5	-0.5	-5.2	42.1	4.8	i	6.3
CC(O)c1cccc(NC(=O)Nc2cccc(NC(=O)Nc3cccc(C(C)O)c3)c2)c1 (stereo not drawn)	2.7	4.0	-3.4	3.9	-2.9	-3.4	-8.5	-10.1	i	-8.2
Cc1ccc(NC(=O)C2CCN(S(C)(=O)=O)CC2)c(C)c1	2.0	-0.5	3.2	-4.3	-1.6	0.5	3.1	-2.2	i	3.6
CCCc1c(C(=O)N/N=C/c2cccc(OCc3ccc(F)cc3)c2)nnn1-c1nonc1N	13.8	4.3	5.9	-4.9	0.3	-1.5	1.4	-3.4	i	27.6
COc1ccc(NC(=S)Nc2ccc(F)cc2)cc1	-2.6	4.2	13.4	6.1	1.3	3.9	1.3	0.8	i	-0.6
CCOc1ccc(-c2[nH]ncc2-c2csc(C)n2)c(O)c1	-0.2	1.5	2.1	0.6	2.7	6.6	0.5	-12.8	i	-0.9
COC(=O)CSc1nnc(CCc2nc3ccccc3[nH]2)n1C	-0.7	-3.2	18.5	-2.4	-0.8	8.6	0.7	-1.3	i	-5.4
Cc1[nH]n(-c2ccccc2)c(=O)c1N=Nc1ccc(C(N)=O)cc1	1.1	7.4	10.3	-23.1	1.3	-4.2	-8.0	-13.9	i	-13.6
Cc1cc(C)n(C(=O)c2ccc(C)c(S(=O)(=O)N3CCCC3)c2)n1	-2.8	-2.0	-18.7	-3.4	6.5	1.7	3.1	-10.1	i	5.5
Cc1ccc(S(=O)(=O)N2CCN(C(=O)CN3CCCCC3)C2C(C)C)cc1 (stereo not drawn)	0.0	3.1	2.0	-0.3	1.8	-13.0	1.4	-2.8	i	-0.1
CCN(CC)S(=O)(=O)c1ccc(N2CCOCC2)c(NC(=O)C2CSC3(C)CCC(=O)N23)c1 (stereo not drawn)	0.1	-0.3	-10.8	-0.8	0.1	-10.3	-1.9	-0.1	i	4.3
CCC1=C(OC(=O)N(CC)CC)N2C(=O)OC(=NCC3CC3)[C@]2(C)[C@H]2C1=CC[C@H]1C(=O)NC(=O)[C@H]12	-0.5	-1.5	20.1	15.3	-2.3	2.1	-1.9	-1.0	i	-3.0
Cc1ccc(S(=O)(=O)N2CCN(CC(=O)N/N=C\c3cccnc3)CC2)cc1	-1.7	1.0	5.1	0.8	-3.0	2.1	6.5	0.0	i	-1.8
Cc1nn(-c2ccccc2)c(Cl)c1/C=N/NC(=O)c1nn(C)cc1[N+](=O)[O-]	-0.1	-7.4	10.3	1.0	-3.2	0.6	1.7	-4.3	i	-1.2
CC(=O)N1CCC(N(CCCOC(C)C)C(=O)Nc2ccc(Cl)cc2)CC1	-3.0	1.6	8.0	-3.5	-2.0	7.0	-3.2	6.1	i	-3.1
Cc1nc2c(-c3ccc(F)cc3)c(C)nn2c(C)c1CCC(=O)N1CCC(Cc2ccccc2)CC1	8.8	6.6	6.2	3.8	2.0	-5.4	-15.2	6.1	i	-5.4
CCOC(=O)c1c(NC(C)=O)sc(/C(C)=N/Nc2ccc(C(=O)O)cc2)c1C	1.0	-5.0	2.5	3.9	2.3	10.7	-1.0	-5.7	i	1.2
Clc1ccc(COc2ccccc2CNCc2cccnc2)cc1	-3.8	-0.3	15.8	-0.9	-0.6	-7.2	1.4	0.2	i	0.6
CC(C)CC1Nc2ncnc(N3CCN(c4ccccc4)CC3)c2N(Cc2ccc(Cl)cc2)C1=O (stereo not drawn)	2.1	-13.2	3.5	1.3	-3.5	-21.5	-2.8	2.4	i	23.4
CC(C)Cc1csc(=S)[nH]1	-1.1	4.3	0.6	0.8	-1.5	13.5	1.9	-2.2	i	2.7
O=C(/C=C/c1c(Cl)cccc1Cl)Nc1ccncc1	0.6	-2.5	29.4	-6.3	-1.4	-3.1	-4.3	6.8	i	3.2
COc1ccc(C2Nc3ccccc3C(=O)N2NC(=O)c2ccccc2)cc1OC (stereo not drawn)	-1.9	-4.3	-9.0	-0.1	-4.2	4.9	0.2	-0.7	i	-0.9
COc1ccc(NC(=O)C2CCN(S(C)(=O)=O)CC2)cc1	-0.7	1.0	0.5	1.3	-1.2	-4.8	5.0	-0.1	i	-2.9
COc1ccc(/C=N/NS(=O)(=O)c2ccccc2)cc1OS(=O)(=O)c1ccccc1	3.7	0.4	15.0	-3.7	-1.8	-0.2	-1.1	-7.6	i	-2.3
O=C(Nc1nc2c(s1)CCCC2)c1ccc(N2C(=O)CCC2=O)cc1	-0.1	0.8	13.9	-2.7	0.1	-5.2	1.5	-7.2	i	-3.7
CN1CCN(C(CNS(=O)(=O)c2ccc(Br)cc2)c2ccc3c(c2)OCO3)CC1 (stereo not drawn)	1.8	-2.5	-4.7	0.6	-3.0	-4.7	-9.1	-0.1	i	-7.4
COc1ccc(C(=O)Nc2ccc3ccccc3c2)cc1OC	3.3	-0.1	8.0	-3.1	2.0	14.8	-1.8	-2.0	i	-4.0
CCCCCCCCCCCCCCC(O)C[N+](C)(CCO)CCO (stereo not drawn)	-3.8	-3.3	18.9	-151.7	7.7	-7.2	16.9	7.1	+	5.3
Cc1ccc(-n2nnnc2-c2cccnc2)cc1	-0.7	1.2	4.5	-3.8	-5.3	7.0	4.0	0.9	i	-4.4
C=CCn1c(SCC(=O)N2CCOCC2)nc(O)c(Cc2ccccc2)c1=O	-3.6	1.7	-28.2	-0.2	-0.4	3.4	-0.7	-3.3	i	0.0
COc1ccc(/C=C2\N=C(C)OC2=O)cc1[N+](=O)[O-]	-1.1	-1.7	-5.2	-10.0	-1.9	8.8	2.2	7.4	i	-5.1
Cc1sc2nc(CSc3nnc(Cc4cccs4)n3C3CCCCC3)[nH]c(=O)c2c1C	0.9	-29.5	-10.4	4.6	3.5	-107.8	6.8	-2.3	+	9.4
COc1ccc(S(=O)(=O)N2CCc3ccccc32)cc1C(=O)NCCc1ccc(S(N)(=O)=O)cc1	-0.3	-5.2	-7.7	-2.6	0.7	10.8	1.9	-5.7	i	9.0

Part of the list above in order of count of non-hydrogen atoms, lowest first.
SMILES	LMPTP block	MT1-MMP act inh	SKN-1 inh	SUMO1-SIM PPI	STEP inh	NRP1-CendR mod	DNMT1 inh	Scp1 inh	Rpn11 block	NadD inh
COc1ccc(C(=O)Nc2ccc3ccccc3c2)cc1OC	3.3	-0.1	8.0	-3.1	2.0	14.8	-1.8	-2.0	i	-4.0
Cc1nn(-c2ccccc2)c(Cl)c1/C=N/NC(=O)c1nn(C)cc1[N+](=O)[O-]	-0.1	-7.4	10.3	1.0	-3.2	0.6	1.7	-4.3	i	-1.2
CCOC(=O)c1c(NC(C)=O)sc(/C(C)=N/Nc2ccc(C(=O)O)cc2)c1C	1.0	-5.0	2.5	3.9	2.3	10.7	-1.0	-5.7	i	1.2
CCOC(=O)c1c(C)sc2c1N(C(=O)CN1CCOCC1)c1cc(Cl)ccc1S2	0.3	-18.7	-10.6	0.0	4.7	0.6	-5.2	7.5	i	7.3
CCC1=C(OC(=O)N(CC)CC)N2C(=O)OC(=NCC3CC3)[C@]2(C)[C@H]2C1=CC[C@H]1C(=O)NC(=O)[C@H]12	-0.5	-1.5	20.1	15.3	-2.3	2.1	-1.9	-1.0	i	-3.0

Hits appear at their usual frequency, and some 3.9% of all compounds hit somewhere here.
